Screening data: PubChem, several laboratories
core dimer inh: blocks dimerization of HCV core protein. inhibition, % at 5 µM. TR-FRET GST/Flag-core106 dimerization, 1536-well. 300,000 compounds, 0.33% hits. AID 1899;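 active means inhibition above the mean of all tested compounds plus 3 SD, set per screening campaign, cut at about 45% in these data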
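System – GST-tagged and Flag-tagged HCV core protein residues 1-106 · Repeats – one well for each compound · Technique – TR-FRET 671 and 617 nm emission · Doses – one concentration, 5 µM, in 0.5% DMSO · Times – 4 h, 22.5 °C incubation · Also added – Eu donor and XL665 acceptor anti-tag antibodies · Measure – percent inhibition of core106 dimerization signal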
CTSL1 counter: counter-screen for PFM18AAP inhibitors: inhibitors of F. hepatica cathepsin L1 | recombinant F. hepatica cathepsin L1, Z-Leu-Arg-MCA fluorescence | inhibition, % at 5.96 µM | 300,000 compounds, 0.49% hits | AID 1906;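 active means inhibition above the mean of all tested compounds plus 3 SD, set per screening campaign, cut at about 17% in these data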;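 further: 0% = plate median of test compound wells and 100% = 1 µM Z-Phe-Ala-diazomethylketone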
PP1 counter: blocks human PP1-alpha phosphatase, a PP5 counter-screen. P62136. purified PP1alpha, OMFP fluorescence. inhibition, % at 6.7 µM. 320,000 compounds, 0.9% hits. AID 2235;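 active means inhibition above the mean inhibition of all tested compounds plus 3 SD, computed separately for each screening campaign, cut at about 15% in these data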
Target sequence (P62136 whole entry, looked up): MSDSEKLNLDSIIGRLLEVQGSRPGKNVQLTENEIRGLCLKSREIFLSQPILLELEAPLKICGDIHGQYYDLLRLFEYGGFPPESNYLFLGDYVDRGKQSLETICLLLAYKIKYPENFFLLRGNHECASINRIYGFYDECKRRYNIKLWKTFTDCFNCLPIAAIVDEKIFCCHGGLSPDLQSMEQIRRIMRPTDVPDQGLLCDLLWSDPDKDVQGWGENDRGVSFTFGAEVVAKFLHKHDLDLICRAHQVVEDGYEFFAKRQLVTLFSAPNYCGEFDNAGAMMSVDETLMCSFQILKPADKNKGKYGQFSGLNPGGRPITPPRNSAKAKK
PREPL inhibitor: human PREPL enzyme inhibition; 320,000 compounds, 0.68% hits; inhibition, % at 5.96 µM; recombinant PREPL, fluorescence polarization activity-based probe; in the data active means inhibition above about 43%;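 further: 0% = enzyme with DMSO and 100% = wells lacking enzyme; many of its hits are not listed in these tables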
Efflux pump mplx: inhibitors of Candida antifungal efflux pumps expressed in yeast. AID 485275. S. cerevisiae Candida pump triplex, Nile Red efflux. inhibition, % at 10 µM. 330,000 compounds, 0.44% hits;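 active means plate passing quality check with inhibition over a set limit, or well fluorescence over plate mean plus 4 SD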;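 further: Nile Red retained in pooled yeast measured as flow cytometry median fluorescence; 0% = buffer negative control and 100% = Enniatin B positive control; higher means more Nile Red kept so more efflux inhibition; some compounds called inactive have numbers as strong as hits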
TPT1 inh: C. albicans TPT1 enzyme inhibition. recombinant caTPT1, FP RNA substrate dephosphorylation. inhibition, % at 5 µM. 300,000 compounds, 0.81% hits. AID 1962;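 active means inhibition above the mean of all tested compounds plus 3 SD, set per screening campaign, cut at about 24% in these data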;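 further: plate controls were DMSO alone for no effect and ferristatin control at 100 nM for full effect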
PP5 inh: PP5 (human) phosphatase inhibition | P53041 | purified PP5c, OMFP substrate fluorescence | inhibition, % at 6.7 µM | 320,000 compounds, 0.18% hits | AID 1987;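 active means inhibition above the campaign's mean inhibition across all tested compounds plus 3 SD, cut at about 9.5% in these data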;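 further: 0% = DMSO only and 100% = 100 µM cantharidin control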
Target sequence (P53041 whole entry, looked up): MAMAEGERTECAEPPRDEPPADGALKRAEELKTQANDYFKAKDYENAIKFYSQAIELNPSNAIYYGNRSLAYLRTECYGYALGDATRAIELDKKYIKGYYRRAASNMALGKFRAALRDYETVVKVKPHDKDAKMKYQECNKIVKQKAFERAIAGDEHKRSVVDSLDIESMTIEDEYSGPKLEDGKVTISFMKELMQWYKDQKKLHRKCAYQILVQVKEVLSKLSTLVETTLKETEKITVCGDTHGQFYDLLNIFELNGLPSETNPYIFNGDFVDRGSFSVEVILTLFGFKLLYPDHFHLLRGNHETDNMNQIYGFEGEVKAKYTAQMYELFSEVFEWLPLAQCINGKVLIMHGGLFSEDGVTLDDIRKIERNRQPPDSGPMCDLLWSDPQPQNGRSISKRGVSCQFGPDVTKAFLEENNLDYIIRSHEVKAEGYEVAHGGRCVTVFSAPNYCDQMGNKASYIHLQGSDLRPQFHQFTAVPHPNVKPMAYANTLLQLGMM
LYPLA2 inh: counter-screen for PME1 inhibitors: inhibitors of human LYPLA2; inhibition, % at 5.9 µM; O95372; recombinant LYPLA2, FP-Rh probe fluorescence polarization; 320,000 compounds, 0.38% hits;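 active means inhibition above the screen-wide mean plus 3 SD, limit set per campaign, cut at about 26% in these data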;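 further: 0% = LYPLA2 with DMSO and 100% = wells lacking LYPLA2 enzyme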
Target sequence (O95372 whole entry, looked up): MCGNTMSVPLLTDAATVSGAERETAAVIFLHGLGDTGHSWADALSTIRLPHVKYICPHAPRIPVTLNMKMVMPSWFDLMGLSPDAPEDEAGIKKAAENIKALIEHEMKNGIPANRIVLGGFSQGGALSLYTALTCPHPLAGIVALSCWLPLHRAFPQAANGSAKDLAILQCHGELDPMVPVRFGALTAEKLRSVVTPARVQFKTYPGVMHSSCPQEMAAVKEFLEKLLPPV
JMJD2C inh: blocks human GASC-1 demethylase activity; 330,000 compounds, 0.069% hits; inhibition, % at 2.35 µM; Q9H3R0; AID 2099; GST-JMJD2C(1-420) H3K9me3 demethylation, DELFIA europium;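 active means more than half of a compound's replicate wells show inhibition beyond 50%, single wells judged on their own value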;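 further: signal counts dimethyl H3K9 product captured on neutravidin plate; 0% = median of DMSO wells and 100% = 0.3 times that DMSO median; strong numbers were not always called active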
The depositor's hits bear a star. These rows are one share of the data, so the mix of outcomes need not match the whole.

Results for O=C(COc1ccc(Br)cc1)Nc1ccccc1C(=O)N1CCOCC1 ?
core dimer inh: 7; CTSL1 counter: 1; PP1 counter: 0; PREPL inhibitor: 10; Efflux pump mplx: 0.0; TPT1 inh: 1; PP5 inh: 1.3; LYPLA2 inh: 0; JMJD2C inh: -4

What do the screens show for `CCN(CC)S(=O)(=O)c1ccc(N2CCOCC2)c(NS(=O)(=O)c2ccc(C)c(C)c2)c1`?
core dimer inh: 7; CTSL1 counter: 4; PP1 counter: 0; PREPL inhibitor: 0; Efflux pump mplx: 0.1; TPT1 inh: 4; PP5 inh: 1.0; LYPLA2 inh: 1; JMJD2C inh: 2

What do the screens show for `COc1cc(-c2cn[nH]c2N)cc(OC)c1OC`?
core dimer inh: -8; CTSL1 counter: 4; PP1 counter: -2; PREPL inhibitor: 12; Efflux pump mplx: -0.1; TPT1 inh: 0; PP5 inh: 1.9; LYPLA2 inh: 3; JMJD2C inh: -5

Results for O=C(CSc1nnc2ccccn12)c1ccccc1 ?
core dimer inh: -3; CTSL1 counter: -1; PP1 counter: 0; PREPL inhibitor: -4; Efflux pump mplx: 0.1; TPT1 inh: -2; PP5 inh: -0.6; LYPLA2 inh: -3; JMJD2C inh: -7

What do the screens show for `C=C1CCC(C)C(C)(CCC2=CCOC2=O)C/C=C\C=C/1C(=O)O` (stereo not given)?
core dimer inh: 1; CTSL1 counter: 2; PP1 counter: -5; PREPL inhibitor: 19; Efflux pump mplx: -0.1; TPT1 inh: -7; PP5 inh: 2.6; LYPLA2 inh: 0; JMJD2C inh: 12

How did Cn1c(=O)c(C(=O)Nc2ncccc2O)c(O)c2ccccc21 do in these assays?
core dimer inh: -4; CTSL1 counter: 4; PP1 counter: 28*; PREPL inhibitor: -2; Efflux pump mplx: 0.3; TPT1 inh: -1; PP5 inh: 1.1; LYPLA2 inh: -4; JMJD2C inh: -1

How did CCOC(=O)C1=C(C)N(c2nonc2NC(C)=O)C(N)=C(C#N)C1c1ccccc1F (stereo not given) do in these assays?
core dimer inh: -3; CTSL1 counter: -2; PP1 counter: -6; PREPL inhibitor: -6; Efflux pump mplx: 0.0; TPT1 inh: -3; PP5 inh: 3.9; LYPLA2 inh: 3

What do the screens show for `COc1ccc(/C=N/NC(=O)c2cccc(NC(=O)c3ccccc3Cl)c2)cc1`?
core dimer inh: -13; CTSL1 counter: 5; PP1 counter: -5; PREPL inhibitor: -2; Efflux pump mplx: 0.0; TPT1 inh: 2; PP5 inh: -6.1; LYPLA2 inh: -38; JMJD2C inh: -3

How did CCCCC(=O)N1CCN(c2nc3ccc(Cl)cc3s2)CC1 do in these assays?
core dimer inh: 3; CTSL1 counter: -2; PP1 counter: -2; PREPL inhibitor: 24; Efflux pump mplx: 0.1; TPT1 inh: 0; PP5 inh: 1.3; LYPLA2 inh: 5; JMJD2C inh: 17

Results for CCCCCCCCNC(=O)c1cnccn1 ?
core dimer inh: 7; CTSL1 counter: -1; PP1 counter: -5; PREPL inhibitor: -9; Efflux pump mplx: 0.0; TPT1 inh: 3; PP5 inh: 1.7; LYPLA2 inh: 8; JMJD2C inh: 3

What do the screens show for `CCOC(=O)[C@H]1[C@H]2COc3ccc(C)cc3[C@@H]2N2C(=O)c3cc(Cl)ccc3NC(=O)[C@@]12C`?
core dimer inh: 3; CTSL1 counter: -2; PP1 counter: 9; PREPL inhibitor: -6; Efflux pump mplx: 0.3; TPT1 inh: -4; PP5 inh: 0.2; LYPLA2 inh: -5; JMJD2C inh: 9

Results for CCOC(=O)N1CCN(CC(=O)Nc2ccc(F)c(F)c2)CC1 ?
core dimer inh: -3; CTSL1 counter: 4; PP1 counter: -3; PREPL inhibitor: 21; Efflux pump mplx: -0.1; TPT1 inh: -4; PP5 inh: -3.5; LYPLA2 inh: 0; JMJD2C inh: -6

What do the screens show for `COc1ccc(NC(=O)CCCSc2ccccc2)cc1`?
core dimer inh: -5; CTSL1 counter: 2; PP1 counter: -1; PREPL inhibitor: -8; Efflux pump mplx: 0.1; TPT1 inh: -1; PP5 inh: -0.7; LYPLA2 inh: 1; JMJD2C inh: 1

Results for Cc1ccn2c(c1)nc(=S)n2C(=O)c1ccco1 ?
core dimer inh: -16; CTSL1 counter: -4; PP1 counter: 0; PREPL inhibitor: -1; Efflux pump mplx: 0.0; TPT1 inh: -1; PP5 inh: 0.7; LYPLA2 inh: 9; JMJD2C inh: 0

What do the screens show for `COc1ccc(Cc2nnc(SCC(=O)N3CCCC3)o2)cc1`?
core dimer inh: 1; CTSL1 counter: -1; PP1 counter: 0; PREPL inhibitor: -5; Efflux pump mplx: 0.0; TPT1 inh: 3; PP5 inh: 1.7; LYPLA2 inh: -4; JMJD2C inh: -8

Three records drawn at random from the list so far, as already listed:
What do the screens show for `CCOC(=O)[C@H]1[C@H]2COc3ccc(C)cc3[C@@H]2N2C(=O)c3cc(Cl)ccc3NC(=O)[C@@]12C`?
core dimer inh: 3; CTSL1 counter: -2; PP1 counter: 9; PREPL inhibitor: -6; Efflux pump mplx: 0.3; TPT1 inh: -4; PP5 inh: 0.2; LYPLA2 inh: -5; JMJD2C inh: 9

How did CCOC(=O)C1=C(C)N(c2nonc2NC(C)=O)C(N)=C(C#N)C1c1ccccc1F (stereo not given) do in these assays?
core dimer inh: -3; CTSL1 counter: -2; PP1 counter: -6; PREPL inhibitor: -6; Efflux pump mplx: 0.0; TPT1 inh: -3; PP5 inh: 3.9; LYPLA2 inh: 3

Results for Cc1ccn2c(c1)nc(=S)n2C(=O)c1ccco1 ?
core dimer inh: -16; CTSL1 counter: -4; PP1 counter: 0; PREPL inhibitor: -1; Efflux pump mplx: 0.0; TPT1 inh: -1; PP5 inh: 0.7; LYPLA2 inh: 9; JMJD2C inh: 0

Remaining list, next part:
How did COC(=O)c1ccc(C(=O)OC)c(NC(=O)COC(=O)c2ccccc2OC)c1 do in these assays?
core dimer inh: 1; CTSL1 counter: 6; PP1 counter: -6; PREPL inhibitor: 8; Efflux pump mplx: -0.1; TPT1 inh: -3; PP5 inh: 1.1; LYPLA2 inh: 2; JMJD2C inh: 8

Results for Nc1nc(Cl)nc2c1ncn2[C@H]1C[C@H](O)[C@@H](CO)O1 ?
core dimer inh: -6; CTSL1 counter: 2; PP1 counter: -1; PREPL inhibitor: 14; Efflux pump mplx: 0.0; TPT1 inh: 0; PP5 inh: 2.1; LYPLA2 inh: 5; JMJD2C inh: -6

How did Cc1ccsc1CNS(=O)(=O)c1ccc(F)cc1 do in these assays?
core dimer inh: -2; CTSL1 counter: 4; PP1 counter: -1; PREPL inhibitor: 6; Efflux pump mplx: 0.5; TPT1 inh: 0; PP5 inh: -0.4; LYPLA2 inh: 0; JMJD2C inh: 10

Results for COC(=O)c1scc(S(=O)(=O)C(C)(C)C)c1-n1cccc1 ?
core dimer inh: -2; CTSL1 counter: -4; PP1 counter: -5; PREPL inhibitor: 15; Efflux pump mplx: -0.1; TPT1 inh: -3; PP5 inh: -1.0; LYPLA2 inh: 0; JMJD2C inh: 13

What do the screens show for `COCCOc1cc(-n2ccnc2SC)c(Cl)cc1Cl`?
core dimer inh: 0; CTSL1 counter: 4; PP1 counter: 3; PREPL inhibitor: 16; Efflux pump mplx: -0.1; TPT1 inh: 1; PP5 inh: 2.6; LYPLA2 inh: 2; JMJD2C inh: -2

Results for O=C(CCc1ccccc1)Nc1ccc2c(c1)OCO2 ?
core dimer inh: -10; CTSL1 counter: -3; PP1 counter: -2; PREPL inhibitor: 13; Efflux pump mplx: 0.0; TPT1 inh: 2; PP5 inh: 0.9; LYPLA2 inh: 1; JMJD2C inh: -4

Results for Cc1ccc(C(=O)NCC(=O)OCC(=O)c2ccc(C)c([N+](=O)[O-])c2)cc1 ?
core dimer inh: -10; CTSL1 counter: -10; PP1 counter: -2; PREPL inhibitor: 12; Efflux pump mplx: 0.1; TPT1 inh: -1; PP5 inh: -1.0; LYPLA2 inh: 0; JMJD2C inh: 7

How did CCCCCn1c(CN2CCN(CCO)CC2)nc2c1c(=O)n(C)c(=O)n2C do in these assays?
core dimer inh: -5; CTSL1 counter: -2; PP1 counter: -3; PREPL inhibitor: 21; Efflux pump mplx: 0.0; TPT1 inh: 1; PP5 inh: 3.4; LYPLA2 inh: -3; JMJD2C inh: -10

What do the screens show for `CCC(c1nc2ccccc2c(=O)n1CCN1CCOCC1)N1C(=O)c2ccccc2C1=O` (stereo not given)?
core dimer inh: -2; CTSL1 counter: 4; PP1 counter: -4; PREPL inhibitor: 23; Efflux pump mplx: -1.0; TPT1 inh: -3; PP5 inh: 0.8; LYPLA2 inh: 5; JMJD2C inh: -2

Results for CCOC(=O)c1c(-c2ccco2)csc1NC(=O)COC(=O)c1cnccn1 ?
core dimer inh: 67*; CTSL1 counter: 40*; PP1 counter: 15; PREPL inhibitor: 11; Efflux pump mplx: 0.2; TPT1 inh: 8; PP5 inh: -2.1; LYPLA2 inh: -7; JMJD2C inh: 12

How did COc1cccc(-n2c(N)c(C(=O)Nc3c(C)n(C)n(-c4ccccc4)c3=O)c3nc4ccccc4nc32)c1 do in these assays?
core dimer inh: 19; CTSL1 counter: 1; PP1 counter: 2; PREPL inhibitor: 16; Efflux pump mplx: 0.1; TPT1 inh: -1; PP5 inh: 2.3; LYPLA2 inh: -2; JMJD2C inh: -3

What do the screens show for `C/C(CCc1ccc2c(c1)OCO2)=N\N=C(/N)SC1CC(=O)N(c2ccc(Cl)cc2)C1=O` (stereo not given)?
core dimer inh: 2; CTSL1 counter: 0; PP1 counter: 0; PREPL inhibitor: 11; Efflux pump mplx: 0.1; TPT1 inh: -1; PP5 inh: 5.4; LYPLA2 inh: -6; JMJD2C inh: 5

Results for CCc1cc(C(=O)Cc2cnn(-c3ccccc3)c2)c(O)cc1O ?
core dimer inh: -5; CTSL1 counter: -4; PP1 counter: 1; PREPL inhibitor: -8; Efflux pump mplx: -0.2; TPT1 inh: 0; PP5 inh: 5.1; LYPLA2 inh: -1; JMJD2C inh: -4

What do the screens show for `Cc1ccc(NC(=O)CN2CCC(NC(=O)C3CCCCC3)CC2)c(Br)c1`?
core dimer inh: 4; CTSL1 counter: 4; PP1 counter: -3; PREPL inhibitor: 3; Efflux pump mplx: 0.2; TPT1 inh: 0; PP5 inh: -2.5; LYPLA2 inh: -2; JMJD2C inh: 4

How did CC(C)C(NC(=O)CN(c1ccc2c(c1)OCCO2)S(=O)(=O)c1ccccc1)C(C)C do in these assays?
core dimer inh: -2; CTSL1 counter: -5; PP1 counter: -3; PREPL inhibitor: -2; Efflux pump mplx: 0.0; TPT1 inh: 1; PP5 inh: 0.3; LYPLA2 inh: -1; JMJD2C inh: 7

What do the screens show for `CC(/C=C1\SC(=S)N(NC(=O)c2ccccc2C)C1=O)=C\c1ccccc1`?
core dimer inh: 24; CTSL1 counter: 2; PP1 counter: 14; PREPL inhibitor: -23; Efflux pump mplx: 0.8; TPT1 inh: 7; PP5 inh: -0.9; LYPLA2 inh: -28; JMJD2C inh: -4

Results for O=C(NCCN1CCCCCC1)C1CCN(S(=O)(=O)N2CCOCC2)CC1 ?
core dimer inh: 0; CTSL1 counter: 0; PP1 counter: -1; PREPL inhibitor: -2; Efflux pump mplx: 0.3; TPT1 inh: -8; PP5 inh: 2.3; LYPLA2 inh: 4; JMJD2C inh: -1
